K1F lysis inhibition = inhibition of K1F phage lysis, E. coli UTI89, bacterial capsule biogenesis inhibitors, alamar blue (AID 488966) | E. coli UTI89 K1F phage lysis, alamar blue, 2 h; higher % means a stronger effect | hit rate 0.02% among 340,000 | inhibition, % at 100 µM, or IC50 in µM where a hit was titrated;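 active means phage lysis inhibition, versus mean bacterial control, above a set limit; inconclusive means no clear call, values can overlap the other calls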;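 further: capsule biogenesis inhibitors block K1F phage lysis so surviving cells raise fluorescence; higher fluorescence means more inhibition of phage lysis; actives were called in the ten point dose series up to 300 µM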
NTR1 ag = NTR1-driven beta-arrestin-GFP spot formation – imaging, U2OS cells, high content, primary screen (AID 493036); agonist mode; P30989; activation, % at 20 µM; hit rate 0.17% among 330,000;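 active means activation at or above 40% of the spot to cytoplasm intensity ratio, with at least 20 cells analyzed; inconclusive means wells under 20 cells, flagged as cytotoxic or low count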;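 further: 0% = DMSO without peptide and 100% = 100 nM NTR1 peptide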
Target sequence (P30989 whole entry, looked up): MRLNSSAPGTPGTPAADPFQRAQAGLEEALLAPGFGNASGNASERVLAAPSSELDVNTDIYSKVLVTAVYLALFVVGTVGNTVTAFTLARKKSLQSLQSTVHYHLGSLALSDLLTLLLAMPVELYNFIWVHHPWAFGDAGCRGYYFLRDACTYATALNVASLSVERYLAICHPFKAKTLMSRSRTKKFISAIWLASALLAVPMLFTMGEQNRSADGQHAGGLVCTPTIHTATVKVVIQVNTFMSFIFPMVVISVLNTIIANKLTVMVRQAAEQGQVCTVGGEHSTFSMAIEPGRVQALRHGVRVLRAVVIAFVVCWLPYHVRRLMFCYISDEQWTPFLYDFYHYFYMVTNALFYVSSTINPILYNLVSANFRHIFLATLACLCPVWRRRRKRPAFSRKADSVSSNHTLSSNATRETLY
WT yeast gro inh = growth inhibition of WT yeast, mitochondrial fusion screen; mitochondrial fusion phenotypic screen, WT strain; AID 1362; hit rate 2.1% among 190,000; inhibition, % at 10 µM; in the data active means inhibition above about 58%; tested in S. cerevisiae
NS5 inhibitors = flavivirus cap methylation enzyme inhibition – biochemical, confirmation dose response, primary screen (AID 588689); Dengue-2 NS5 methyltransferase capping enzyme assay, biochemical; higher % means a stronger effect; inhibition, % at 25 µM; hits with a dose series show IC50 in µM; hit rate 0.3% among 340,000; in the data active means a potency from the dose series; inconclusive means inhibition above about 29% without an active follow-up result
Autophagy HCS = modulators of autophagy | AID 463193 | hit rate 0.98% among 190,000 | MEF GFP-LC3 puncta imaging; test concentration mostly 10 µM | calls only at 10 µM (by protocol);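 active means percentage of spot-positive cells more than 3 SD above its plate mean, without a fluorescence outlier flag or 80% toxicity; inconclusive means no clear call, values can overlap the other calls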;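 further: spot-positive cell cutoff set from DMSO-treated cells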
GPR35 antagonists = GPR35 antagonists blocking zaprinast-driven arrestin recruitment, primary screen, imaging, U2OS, beta-arrestin-GFP, zaprinast agonist (AID 2058). U2OS GPR35 beta-arrestin-GFP translocation imaging, zaprinast antagonism; higher % means a stronger effect. inhibition, % at 10 µM, or IC50 in µM where a hit was titrated. hit rate 0.052% among 290,000;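 active means inhibition of at least 50% with at least 30 cells and total cytoplasm GFP at most 10,000,000; inconclusive means under 30 cells or total GFP of 10,000,000 plus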
LYP inhibition = PTPN22 lymphoid phosphatase activity blockers – biochemical, fluorescence intensity, uHTS (AID 1779). recombinant LYP phosphatase, fluorescence intensity; higher % means a stronger effect. inhibition, % at 11.5 µM; hits with a dose series show IC50 in µM. hit rate 0.054% among 290,000; in the data active means inhibition above about 50%;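 further: plate controls were vehicle with enzyme for no effect and no enzyme for full effect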
RSV antiviral HEp-2 = RSV antiviral activity via CPE protection, HEp-2 cells, primary 10 µM value included (AID 2391); HEp-2 cells, RSV-induced CPE inhibition; higher % means a stronger effect; CPE inhibition, % at 10 µM, or IC50 in µM where a hit was titrated; hit rate 0.13% among 310,000; in the data active means a potency from the dose series; inconclusive means CPE inhibition mostly from about 23% at the one dose, without a potency; inactive means the rest, 99 in 100 with CPE inhibition below about 21%; further: strong numbers were not always called active
AID2073 = disruptors of CaV2.2 binding to Mint1 – biochemical, HTRF (AID 2073); hit rate 0.19% among 290,000; HTRF protein-protein interaction, Mint1-CaV2.2; higher % means a stronger effect; one-dose inhibition, % at 20 µM; IC50 in µM for titrated hits; in the data active means inhibition mostly above about 51%, no sharp cut-off; inconclusive means no clear call, values can overlap the other calls; inactive means mostly below about 53%; further: some results filed as inactive read as strong as hits
WT yeast gro inh mutant strain = second read-out of WT yeast gro inh, no call of its own (marks repeat the call); inhibition, %; mitochondrial fusion phenotypic screen, mutant strain inhibition
Autophagy HCS cell loss 18 h = further read-out of Autophagy HCS, marked with its call; toxicity, %; measured here: cell loss, nuclei count;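 cell loss after 18 h compound exposure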
NTR1 ag cell count 20 µM = second read-out of NTR1 ag, no call of its own (marks repeat the call); cell count; measured here: cell count, cytotoxicity flag
The depositor's hits bear a star; i = inactive; ? = inconclusive; · = no result given; [ ] = dose if it differs, or a comment. Hits appear at their usual frequency; overall some 2.6% were active at least once.

SMILES	K1F lysis inhibition	NTR1 ag	NTR1 ag cell count 20 µM	WT yeast gro inh	WT yeast gro inh mutant strain	NS5 inhibitors	Autophagy HCS	Autophagy HCS cell loss 18 h	GPR35 antagonists	LYP inhibition	RSV antiviral HEp-2	AID2073
Cc1ccc(OC(=O)CCC(=O)NC(C)c2ccccc2)cc1 (centres undefined)	-1.1%	1.3	53	15	2	4%	i	-9	4%	5%	0.6%	-12%
O=C(COC(=O)/C=C/c1cccs1)NC(c1ccccc1)c1ccccc1	1.1%[50 µM]	-1.9	65	-4	13	-3%	i	12	13%	-7%	0.2%	9%
O=C(NN1C(=O)C2C3C=CC(C4CC34)C2C1=O)c1ccc(Cl)cc1 (centres undefined)	0.2%	-0.6	30	1	-3	-1%	i	-3	3%	-6%	2.8%	-2%
CCOC(=O)CCCc1ccc(/C(C)=N/NC(=S)NC)cc1	0.3%	1.5	47	·	·	2%	·	·	-13%	4%	·	-14%
O=C(NCc1cccnc1)C1CCC(CNS(=O)(=O)c2ccc(Cl)cc2)CC1 (centres undefined)	4.2%	-1.0	60	-6	-2	-1%	i	-8	-20%	-5%	-2.2%	4%
O=C(Cc1ccc(Cl)cc1)N1CCc2ccccc2C1	-1.1%	3.2	45	·	·	-2%	·	·	·	·	8.7%	·
CCOC(=O)CCNc1n[nH]c(=O)[nH]c1=O	1.5%	0.7	28	6	13	-5%	i	0	1%	-7%	0.5%	2%
Cc1ccc(S(=O)(=O)Nc2ccccc2C(=O)NCC2CCCO2)cc1 (centres undefined)	·	0.0	69	·	·	·	·	·	4%	-10%	1.8%	-1%
Cc1cccc(N2C(=O)/C(=C/c3ccccn3)SC2=S)c1	·	0.9	35	·	·	·	·	·	7%	-3%	·	0%
CCc1ccc(NC(=O)CCC(=O)Nc2nnc(C(C)C)s2)cc1	0.1%	-0.1	60	·	·	-4%	·	·	-28%	-14%	2.5%	9%
CCOC(=O)N1CCC(NC(=O)c2ccc3nc4ccccc4c(=O)n3c2)CC1	·	·	·	-7	0	·	i	-4	1%	-1%	·	41%
Cc1ccc2nc(C)c3c(c2c1)COC3	2.6%[50 µM]	0.5	72	22	17	1%	i	1	4%	-3%	1.7%	-2%

Given with two lines to a compound: part of the list above.
Order of values – K1F lysis inhibition, NTR1 ag, NTR1 ag cell count 20 µM, WT yeast gro inh, WT yeast gro inh mutant strain, NS5 inhibitors, Autophagy HCS, Autophagy HCS cell loss 18 h, GPR35 antagonists, LYP inhibition, RSV antiviral HEp-2, AID2073
> Cc1cccc(N2C(=O)/C(=C/c3ccccn3)SC2=S)c1
    ·, 0.9, 35, ·, ·, ·, ·, ·, 7%, -3%, ·, 0%
> Cc1ccc(S(=O)(=O)Nc2ccccc2C(=O)NCC2CCCO2)cc1 (centres undefined)
    ·, 0.0, 69, ·, ·, ·, ·, ·, 4%, -10%, 1.8%, -1%

Continued.
SMILES	K1F lysis inhibition	NTR1 ag	NTR1 ag cell count 20 µM	WT yeast gro inh	WT yeast gro inh mutant strain	NS5 inhibitors	Autophagy HCS	Autophagy HCS cell loss 18 h	GPR35 antagonists	LYP inhibition	RSV antiviral HEp-2	AID2073
N#C/C(=C\c1ccc(O)c(O)c1)C(=O)Nc1cccc2ncccc12	0.4%	-0.9	53	·	·	-47%	·	·	-3%	-1%	22%	60%
CCCCNC1=CC(=O)C(=O)c2ccccc21	i	-0.4	53	2	10	17%	i	6	7%	-4%	0.0%	-7%
CC(C)OC(=O)CSc1nc(C(C)C)nc2ccccc12	0.7%	5.6	39	15	3	-5%	i	-5	23%	-5%	2.0%	2%
CC(=O)NN1C(=O)/C(=C/c2ccc(Br)o2)SC1=S	0.2%	3.6	63	-7	7	36%	i	1	-7%	-8%	-0.5%	6%
COCCNC(=O)Cn1nc(-c2ccc(C)cc2)c2ccccc2c1=O	0.0%	-1.2	77	·	·	0%	·	·	-8%	-10%	1.4%	16%
CCN(C(=O)CN1C(=O)COc2ccc(S(=O)(=O)N3CCCCCC3)cc21)c1cccc(C)c1	0.1%	1.2	70	·	·	-1%	·	·	-17%	-6%	5.8%	-6%
CN1CCN(C(=O)c2cc(-c3cccc(Cl)c3)on2)CC1	-0.5%	2.0	51	2	-4	2%	i	14	2%	-7%	-0.1%	1%
Cc1ccc(C)c(S(=O)(=O)Nc2cc(SCC(=O)O)c(O)c3ccccc23)c1	-6.3%	·	·	58	49	?	i	-11	12%	-6%	-1.5%	-7%
Cc1ccc(C(=O)NCCN2CCOCC2)cc1	0.3%	1.1	38	-13	-19	0%	i	-1	1%	0%	-1.7%	8%
Cn1nc(C(=O)OCc2ccccc2F)c2ccccc2c1=O	0.5%	3.0	63	14	14	2%	i	3	8%	0%	2.8%	-3%
O=C(NCCNC(=O)c1cnccn1)c1ccc(Cl)cc1	0.0%	-1.1	43	·	·	-3%	·	·	-2%	-8%	-0.3%	6%
Cc1ccc(C)c(C(=O)CSc2nnnn2C(C)C)c1	0.5%	-2.0	84	-11	4	5%	i	4	2%	17%	1.6%	1%
CCn1cc(C(=O)O)c(=O)c2cc(F)c(N3CCN(C(=S)NC(=O)c4cccc(C)c4)CC3)cc21	1.3%	1.4	61	·	·	-3%	·	·	-3%	-2%	1.9%	-4%
CCCC(=O)OCCn1c(Br)nc2c1c(=O)[nH]c(=O)n2C	0.3%	-1.7	87	-14	6	1%	i	4	-23%	-5%	0.4%	3%
O=C(O)CC(O)(CC(=O)O)C(=O)O	-0.5%	-1.0	69	·	·	-14%	·	·	·	·	1.5%	·
O=C(COc1ccccc1)NCC(=O)N/N=C/C=C/c1ccccc1	2.3%	0.2	51	-12	-6	-4%	i	2	12%	-5%	3.4%	-7%
COC(=O)c1nn(-c2ccc(C)cc2)c2nnc(Cc3ccccc3)c(=O)n12	1.9%[50 µM]	-0.9	64	-14	-24	-6%	i	-14	-1%	-5%	1.9%	-1%
CC(=O)c1c(-c2ccc(C)cc2)nc2c3ccccc3ccn12	-0.4%	4.8	46	8	21	-10%	i	8	6%	0%	11%	2%
O=[N+]([O-])c1cc2oc3c(c2c(C=NCc2ccncc2)c1O)CCCC3	-11%	·	·	-4	9	19%	i	4	-11%	7%	·	36%
NC(=O)c1ccccc1OCC(=O)N1CCC(Cc2ccccc2)CC1	0.2%[50 µM]	-1.2	57	·	·	-10%	·	·	·	·	2.5%	·
CC(C(=O)Nc1ccc(S(=O)(=O)N2CCOCC2)cc1)N(c1ccccc1)S(C)(=O)=O (centres undefined)	0.7%	-1.8	35	10	17	11%	i	5	6%	0%	0.2%	-2%
CCOc1ccc(C(=O)OCC(=O)Nc2nc(OC)cc(OC)n2)cc1OCC	0.5%	3.7	78	-6	-6	-4%	i	-14	-3%	-10%	1.7%	9%
Cc1cc([N+](=O)[O-])cnc1NC(C)c1ccccc1 (centres undefined)	0.8%	-1.6	83	11	-1	-3%	i	-28	22%	-1%	3.9%	8%
Cc1ccc(-n2nnnc2CNC(=O)c2ccc([N+](=O)[O-])o2)cc1C	-2.1%[50 µM]	1.9	62	·	·	-3%	·	·	·	·	5.5%	·
CCn1c(SCc2nc3ccccc3c(=O)[nH]2)nc2ccccc21	4.5%	-1.3	46	1	15	-2%	i	16	7%	4%	5.7%	10%
Cc1nc2sccn2c(=O)c1S(=O)(=O)Nc1ccc(N2CCOCC2)c(Cl)c1	-0.6%	1.8	50	·	·	-1%	·	·	4%	-4%	0.7%	5%
CCN1CCCc2cc(CN(CCN3CCOCC3)C(=S)Nc3ccccc3OC)ccc21	0.6%	4.5	59	15	18	5%	i	11	-8%	-8%	0.4%	-19%
CN(C)S(=O)(=O)c1ccc(Cl)c(NC(=O)COC(=O)CCSc2ccccc2)c1	-0.2%	3.7	42	0	5	0%	i	8	-3%	-6%	2.1%	-1%
O=C(OCc1cc(=O)n2cc(Br)ccc2n1)c1ccc(Cl)c(S(=O)(=O)NCc2ccccc2)c1	3.6%	0.9	45	21	-11	-6%	i	-2	-8%	-2%	4.4%	21%
C=CCOc1c(CNc2ncn[nH]2)cccc1OCC	0.0%	0.3	44	-4	-9	-5%	i	8	8%	-12%	-1.1%	-3%
CCOC(=O)NC(=O)COC(=O)c1ccc(O)cc1	0.1%	-0.7	53	-7	0	0%	i	-11	4%	-5%	1.4%	9%
Cc1ccc(C(=O)Nc2ccc(Nc3ccccc3)cc2)cc1C	-0.3%	12	47	·	·	5%	·	·	·	·	?	·
CCN1C(=O)/C(=C2\SC(N3CCOCC3)=NC2=O)c2ccccc21	0.1%	0.0	84	·	·	6%	·	·	8%	-6%	·	8%
COC(=O)c1cc(-c2ccc(OC)c(OC)c2)c2c(=O)[nH]c(=O)n(C)c2n1	0.1%	7.9	97	·	·	-3%	·	·	11%	-8%	16%	22%
CC(C)N(C(=O)CSc1ccc(S(=O)(=O)N2CCCCC2)cn1)c1ccccc1	0.2%[50 µM]	0.1	60	·	·	-10%	·	·	·	·	3.3%	·
O=C(CN(c1ccc(F)cc1)S(=O)(=O)c1ccccc1)NC1CC2CCC1C2 (centres undefined)	-0.1%	1.9	52	·	·	0%	·	·	-11%	-2%	1.7%	5%
COc1ccc(CCC(=O)Nc2ccc(Cl)c(S(=O)(=O)N3CCCC3)c2)cc1	0.0%	2.2	64	·	·	-5%	·	·	-8%	-3%	-0.6%	1%
Cc1cc(-c2ccccc2)n2nc(C)c(-c3ccccc3)c2n1	0.7%	3.4	51	-31	-1	3%	i	-2	3%	-4%	1.9%	-2%
Cc1ccc(NC(=S)N2CCN(C3CCCCC3)CC2)cc1	1.9%	-1.2	61	-21	-9	-9%	i	-21	21%	-9%	-2.0%	-57%
c1ccc(-c2nc3ccccc3c3nc4ccccc4n23)cc1	0.3%	12	70	23	9	0%	i	-1	-10%	-6%	0.7%	30%
Cc1c(Cl)cccc1NC(=O)CCN1CCCCCC1	-0.1%	-0.1	95	-1	1	5%	i	-2	1%	-5%	-0.1%	0%
CN(C)c1ccc(C(=S)NC2CCCCC2)cc1	-0.1%	-0.7	33	-1	-3	3%	i	-1	8%	0%	1.6%	-10%
CCCCn1c(SCC(=O)Nc2nnc(C)s2)nc2c1c(=O)n(C)c(=O)n2C	-0.1%	4.0	53	-5	-13	-5%	i	-14	-3%	-2%	2.1%	-1%
CC1(C)CC(=O)C(C(N)=NC(=O)c2ccccc2)=C(O)C1	0.1%	0.2	53	-19	-19	0%	i	-2	8%	-5%	-0.3%	-5%
CC(C)Cn1c(N)c(C(=O)COC(=O)c2cccc(Cl)c2)c(=O)n(C)c1=O	5.0%	6.7	48	23	12	-4%	i	-8	4%	-3%	5.0%	-2%
COc1ccc(C(=O)NCC(=O)OCC(=O)c2ccc3c(c2)NC(=O)CO3)cc1OC	·	2.6	51	16	-9	·	i	1	14%	2%	0.1%	9%
CCc1ccc(C(=O)COC(=O)c2cc([N+](=O)[O-])ccc2NCCO)cc1	0.2%[50 µM]	20	65	34	2	-9%	i	3	-1%	11%	0.8%	-4%
Oc1[nH]c2ccccc2c1OCc1ccncc1	0.0%	0.9	44	-8	-4	-3%	·	·	10%	-5%	1.9%	-4%
